Screening results deposited in PubChem BioAssay by Fisher Drug Discovery Resource Center.
mcGAS inh: cyclic GMP-AMP synthase inhibitors, mouse, primary biochemical chemiluminescence; 0.15% of 160,000 active; AID 1259399, 2018; Q8C6L5; inhibition, % at 12.5 µM; recombinant cGAS, Kinase-Glo ATP depletion luminescence;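 further: 0% = negative control wells and 100% = reference inhibitor with no enzyme activity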
NPYLR7 ag: agonists of mosquito NPYLR7 receptor, primary screen, cell-based, Aedes aegypti, calcium fluorescence, mosquito biting behavior | Aedes aegypti neuropeptide Y-like receptor 7 (NPYLR7) | HEK293T NPYLR7/Galpha15, GCaMP6s calcium fluorescence | activation, % at 10 µM | 0.15% of 270,000 active | AID 1259423, 2018; in the data active means activation above about 40%;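 further: 0% = vehicle and 100% = reference agonist at the receptor; some compounds past the cut are filed as inactive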
hcGAS inh: Primary biochemical luminescence assay for human cyclic GMP-AMP synthase inhibitors. inhibition, % at 12.5 µM. recombinant h-cGAS, ATP depletion, Kinase-Glo luminescence. 0.081% of 290,000 active. AID 1259398, 2018;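 further: 0% = vehicle reaction and 100% = reaction without DNA for no activity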
Target sequence (Q8N884 whole entry, looked up): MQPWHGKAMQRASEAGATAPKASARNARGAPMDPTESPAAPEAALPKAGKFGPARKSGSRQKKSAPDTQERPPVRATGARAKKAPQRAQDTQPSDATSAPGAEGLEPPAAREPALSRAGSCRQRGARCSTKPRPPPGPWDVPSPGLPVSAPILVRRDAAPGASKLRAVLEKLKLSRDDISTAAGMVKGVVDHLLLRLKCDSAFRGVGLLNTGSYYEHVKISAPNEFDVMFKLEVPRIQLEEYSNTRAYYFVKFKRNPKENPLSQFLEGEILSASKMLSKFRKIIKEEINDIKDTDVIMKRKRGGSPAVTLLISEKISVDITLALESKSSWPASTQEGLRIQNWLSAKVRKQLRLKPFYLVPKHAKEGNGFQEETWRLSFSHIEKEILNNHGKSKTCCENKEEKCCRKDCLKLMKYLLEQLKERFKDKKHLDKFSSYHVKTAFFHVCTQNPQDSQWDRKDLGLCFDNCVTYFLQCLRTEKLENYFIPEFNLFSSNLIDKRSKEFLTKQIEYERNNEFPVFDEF
* hit, by the source's call; nt = no result given. Unless noted, no stated cut-off is given here; in the data, active means inhibition above about 40%; inactive means the rest.

SMILES	mcGAS inh	NPYLR7 ag	hcGAS inh
CCOc1ccc(-c2cccc(NS(=O)(=O)c3ccc4ccccc4c3)c2)nn1	-8	-2	-13
CC(C)(C)Cc1nnc(C2CCCN(C(=O)NCc3ccccc3)C2)o1 (configuration not stated)	-8	-5	-7
CCOC(=O)CC(=O)N1CCN(CC(OCc2ccc(C(=O)OC)cc2)c2cccc(OC)c2)CC1 (configuration not stated)	-6	nt	-5
CCn1c(C2CCCN(C(=O)CCN3CCCO3)C2)nn(C)c1=O (configuration not stated)	nt	6	-10
CC(C)CN(CCN(C)C)C(=O)NC(C)c1ccc(Br)cc1 (configuration not stated)	nt	9	-7
C=CCN(CC(=O)N1CCc2sccc2C1COc1cccc(OC)c1)C(=O)COC (configuration not stated)	0	-1	1
CC(C(=O)N1C[C@@H]2C3CCC(CC3)[C@@H]2C1)n1cncn1 (some centres not stated)	-1	nt	-3
CCCNC(=O)CSc1ncnc2c1nnn2CC	nt	0	-1
CCOC(=O)N1CCC(N2CCN(c3ccc(C(N)=O)cn3)CC2)CC1	-9	26	-9
Clc1ncnc2c1C(c1ccccc1)c1c(Cl)ncnc1O2	nt	16	3
CC(=O)N1CC(C)CN(Cc2cccc3c2OCCO3)c2ccccc21 (configuration not stated)	nt	1	-7
O=C(Cn1nnc(-c2ccccc2)n1)N1CCCCC1	-2	4	0
Cc1nc(N2CCN(Cc3ccc(C)c(C)c3)C(=O)C2)c2cnn(C)c2n1	-15	1	-4
CC1CCCN(S(=O)(=O)c2ccc3[nH]c(=O)cc(C(=O)NC4CCCC4)c3c2)C1 (configuration not stated)	nt	-5	-1
COC(=O)C1=C(O)/C(=C\c2cccc(F)c2O)SC1=Nc1ccccc1Cl	-1	4	-4
O=C(CSc1nc2ccccc2s1)N/N=C/c1ccc([N+](=O)[O-])cc1	-5	9	1
CCc1nn(-c2ccccc2Cl)c(CC)c1C(=O)NC1CC1	-9	nt	-4
CC1CN(C2CC2)CC1NC(=O)Nc1ccccc1C(F)(F)F (configuration not stated)	-12	-1	-2
CC(C)COc1nc(-c2ccc(F)cc2)n(-c2ccc(NC(=O)c3cccs3)cc2)n1	-5	1	1
O=C(CCn1c(Cc2c(Cl)cccc2Cl)nc2ccccc21)NCCN1CCCC1	0	nt	46*
CN1CC2(CCCN(C(=O)c3ccccc3-n3cncn3)C2)OC1=O (configuration not stated)	-16	nt	-3
CCC(CC)CN(CCC#N)C(=O)c1csc(C)n1	nt	2	5
Cn1c(NCc2ccncc2)nc2cc(-c3ccsc3)sc2c1=O	nt	6	-7
O=C1CSC(c2ccccc2F)N1CC1CCNCC1 (configuration not stated)	-4	-2	0
CCOc1cc2c(cc1NC(=O)c1cnc3c(c1)c(=O)n(C)c(=O)n3C)OC(C)C2 (configuration not stated)	-12	-1	1

(more compounds)
SMILES	mcGAS inh	NPYLR7 ag	hcGAS inh
CCc1ccc(CCC(=O)N2CCC3(CN(C)C(=O)O3)C2)cc1 (configuration not stated)	-11	10	0
Cc1ccc(C(=O)N2CCC(N3CCCCC3)CC2)cc1[N+](=O)[O-]	-5	-6	-10
Cc1cc(C2CCC2)nc(NCc2cc(C(C)C)on2)n1	-8	3	-4
Cc1ccc(OC2(C(=O)NCc3sccc3C)CCNCC2)cc1	nt	8	-6
Cc1ccccc1-c1n[nH]c(=O)o1	nt	-4	11
CCCC(=O)NCC(=O)Nc1cc(OC)ccc1C	-15	10	-17
Cc1ccc(C)c(N2CCN(C(=O)Cn3cnc4c([nH]c5ccc(C)cc54)c3=O)CC2)c1	-8	nt	-2
Cc1n[nH]c(C)c1CCNC(=O)Nc1ccccc1-c1ccccc1	nt	8	-4
COc1cccc(C(=O)N2CCN(c3ncnc4c3nnn4Cc3ccccc3)CC2)c1	-7	-10	-5
CC(=O)Nc1cccc(NC(=O)CSc2nc(C3CCCCC3)nc3c2c(=O)n(C)c(=O)n3C)c1	-9	-3	-7
COc1cc(C)c(S(=O)(=O)N(C2CC2)C2CCS(=O)(=O)C2)c(C)c1 (configuration not stated)	-11	-2	-5
Cc1sc2nc(CN3CCC(C)CC3)n(CC(=O)Nc3ccc(F)cc3F)c(=O)c2c1C	nt	11	-6
Cc1nn(Cc2ccc(F)cc2)c(Cl)c1C=C1C(=O)Nc2ccc(Cl)cc21	-6	6	5
CCOC(=O)C1=C(C)NC(c2ccccc2[N+](=O)[O-])NC1c1ccccc1[N+](=O)[O-] (configuration not stated)	nt	-6	-7
CC1C(=O)N(c2ccc([N+](=O)[O-])cc2)CCN1C(=O)c1cccc(F)c1 (configuration not stated)	nt	1	-4
Cc1cc(C)n(-c2nc(C)c(C)c(=O)n2CC(=O)N2CCN(c3ccccc3)CC2)n1	-7	-4	-7
CCOC(=O)C(=O)N1CCC(CCc2ccccc2)CC1	-5	1	-4
CSC1CCCC1NC(=O)N1CCCN(CC(F)(F)F)CC1 (configuration not stated)	nt	11	-8
O=C(c1cc(-c2ccccc2F)nn1-c1ccc(F)cc1)N1CCN(C/C=C/c2ccccc2)CC1	-3	-2	-10
Cc1ccc(F)cc1Nc1nc(-c2cc3cc(Cl)ccc3oc2=O)cs1	-8	5	-5
O=C1CC2(CCN(C(=O)NCC3CCCC(CNC(=O)N4CCC5(CC4)CC(=O)c4cc(F)ccc4O5)C3)CC2)Oc2ccc(F)cc21 (configuration not stated)	-2	0	-6
Cc1[nH]nc2ncc(NC(=O)c3cc4c(s3)CCCC4)cc12	nt	1	-5
Cc1cccn2c(=O)nc(SC/C=C/c3ccccc3)nc12	0	3	-2
C[C@@H]1NC(=O)N[C@@H]1CCCCCC(=O)N1Cc2cccc3cccc(c23)C1	-1	-2	-2
O=C(NC1CC1)c1coc(CN(CCc2c[nH]c3ccccc23)Cc2cccc(Cl)c2)n1	-6	18	-2

Copied from the list:
Cc1cc(C)n(-c2nc(C)c(C)c(=O)n2CC(=O)N2CCN(c3ccccc3)CC2)n1 – NPYLR7 ag: -4
Cc1ccc(C(=O)N2CCC(N3CCCCC3)CC2)cc1[N+](=O)[O-] – mcGAS inh: -5

Other records follow.
SMILES	mcGAS inh	NPYLR7 ag	hcGAS inh
CCOC(=O)N1CCN(/C=C(\C#N)c2nc3ccccc3s2)CC1	-1	-9	1
CN(C)S(=O)(=O)c1ccc(S(=O)(=O)N2CCN(CCC#N)CC2)cc1	nt	-3	-9
Cc1cccc(C)c1OCC(=O)NNC(=O)CN(C)S(=O)(=O)c1cccs1	nt	2	-2
CC1CC(C)CN(c2ccc(-n3cnnn3)cc2[N+](=O)[O-])C1 (configuration not stated)	nt	10	-3
Cc1oc2nc(SC(C)C(=O)NC(C)C)nc(NC(=O)c3ccccc3)c2c1C (configuration not stated)	nt	7	-9
CCC(CNC(=O)C1CCCN1)Oc1ccccc1F (configuration not stated)	nt	13	-6
COCCNC(=O)c1c(NC(=O)c2ccc(C)cc2)sc2c1CCCC2	-7	1	-5
Cc1noc(C)c1C(=O)OC(C)C(=O)NC(C)C1CC2CCC1C2 (configuration not stated)	nt	1	-3
CC1=C(C(=O)OCC2CCCO2)C(c2cccc([N+](=O)[O-])c2)NC(=O)N1 (configuration not stated)	nt	-2	1
Cc1cnc2c(c1SCc1cccc(C(F)(F)F)c1)c(=O)n(C)c(=O)n2C	-6	7	-2
CC(C)CN1CC(C(=O)NCc2nncn2C2CCCCC2)CC1=O (configuration not stated)	-14	2	-1
CCn1c(SCCC#N)nc2sc(C)c(C)c2c1=O	nt	4	-3
COc1ccc(S(=O)(=O)NCC2CCCO2)cc1N1CCN(C(=O)CCCCCCl)CC1 (configuration not stated)	-6	26	-1
COc1ccc(Cc2noc(-c3ccc(NC(C)c4cnn(C)c4)nc3)n2)cc1 (configuration not stated)	-15	3	-7
CC(=O)N1CCC(C(=O)NCc2cccnc2N(C)Cc2ccccc2)CC1	nt	4	-11
CC(C)c1ccc(C(=O)c2c(N)c(C(=O)Nc3ccccc3)c3ccccn23)cc1	-9	-5	-10
COc1ccccc1C(=O)N1CCN(c2nc(C)nc(C)c2Cc2ccccc2F)CC1	-4	8	-5
COc1cccc(-c2nc3ccccn3c2NC(=O)Cc2ccccc2)c1	-8	-4	-8
CC1CC1C(=O)N1CCN(S(=O)(=O)c2ccccc2F)CC1 (configuration not stated)	nt	0	-4
CC(C)N(Cc1nccn1C)C(=O)/C=C/c1ccccc1	-16	1	-3
CCc1nc(C)c(C(=O)NC(C)c2nnc3n2CCNCC3)o1 (configuration not stated)	0	-1	2
Brc1ccc(-c2cn3ccccc3n2)s1	nt	0	-11
COc1ccccc1-n1cc(-c2ccnc(NCCc3cnccn3)n2)cn1	-15	0	-3
Cc1c(C(=O)NC(C)c2ccccc2)cc(-c2ccc(Cl)cc2)n1-c1cccc(F)c1 (configuration not stated)	-3	2	-2
Cc1ccc(CNC(=O)NCC#Cc2ccccc2)c(C)c1	nt	14	-5

Other records
SMILES	mcGAS inh	NPYLR7 ag	hcGAS inh
CCc1ccc(NC(=O)CC(C(C)=O)C(=O)Nc2ccc(F)cc2)cc1 (configuration not stated)	-6	2	-7
O=C(Nc1ccc(F)c(Cl)c1)N1CCSC1c1cccs1 (configuration not stated)	2	4	1
CCOc1cccc2c1OCC(C(=O)NCCc1csc(C)n1)=C2	nt	2	-14
c1ccc2oc(CSc3nnc(C4CC4)n3C3CC3)nc2c1	nt	-1	-2
CC1CN(C(=O)NCc2ccc(Br)cc2F)CCO1 (configuration not stated)	-6	9	-15
Cc1ccccc1N1CCN(C(=O)/C=C/c2cnn(C)c2)C(C)C1 (configuration not stated)	nt	-1	-7
Cc1ccc(Cc2nc(N3CCCN(C(=O)COc4ccccc4)CC3)c3c(-c4ccc5ccccc5c4)noc3n2)cc1	-7	21	-3
Cc1cccc(C(=O)NC(C(=O)N2CCCC2)C2CCN(C(=O)c3cccs3)CC2)c1 (configuration not stated)	-2	0	0
CCOC(=O)N1CCN(C(=O)CSc2ncnc3c2nnn3-c2ccc(C)cc2)CC1	3	3	0
CCOC(=O)C1CCCN(C(=O)c2cccc(CSc3nc(C)cc(N4CCCCC4C)n3)c2)C1 (configuration not stated)	0	3	3
CCOC(=O)CSc1nc(N)c(C(=O)Nc2nccs2)s1	-6	1	-5
CCCc1nccn1S(=O)(=O)c1cc(F)ccc1OC	nt	-7	-7
COC(=O)C1CCCCN1C(=O)CN1C(=O)c2ccccc2C1=O (configuration not stated)	-8	3	-6
Cc1nc(-n2nc(-c3ccco3)cc2NC(=O)/C=C\c2ccc3c(c2)OCO3)[nH]c(=O)c1C	nt	3	-3
O=S(=O)(Nc1ccc(S(=O)(=O)Nc2nccs2)cc1)c1ccc2c(c1)OCCO2	-2	0	-3
COC(=O)CCSC(C)C(=O)Nc1ccccc1 (configuration not stated)	nt	10	-6
CCOc1ncccc1C(=O)N1CCOC(COc2cccc(C(F)(F)F)c2)C1 (configuration not stated)	-6	3	-7
O=C(NNC(=O)c1cccn(Cc2ccc(F)cc2)c1=O)c1ccc(Br)o1	-8	-8	-6
CCCCOC(=O)C1=C(C)NC2=C(C(=O)CCC2)C1c1ccc(O)c(OC)c1 (configuration not stated)	-6	-6	0
COc1cc(=O)n(-c2ccccc2)nc1C(=O)N1CCCCC1	nt	4	-6
CCCNC(=O)C1CN(C(=O)c2sc(C)nc2C)c2ccccc2O1 (configuration not stated)	-8	10	-14
CCOC(=O)CSc1nnc(CCn2ccc(=O)[nH]c2=O)o1	-10	10	-6
Cc1nn(CC(=O)O)c2c1C(c1sc3ccccc3c1C)CC(=O)N2 (configuration not stated)	nt	1	-6
CN1CCN(C(=O)C(Cc2ccccc2)NC(=O)C2CC(c3ccc(F)cc3)=NO2)CC1 (configuration not stated)	-8	14	-5
O=C(NC1CCSC1=O)c1cc(-c2ccccc2)nc2ccccc12 (configuration not stated)	-6	-4	-3

(more compounds)
SMILES	mcGAS inh	NPYLR7 ag	hcGAS inh
O=c1c2ccccc2[nH]c(=S)n1CCN1CCC(=C(c2ccc(F)cc2)c2ccc(F)cc2)CC1	6	-2	-2
COc1ccc(F)cc1C(=O)Nc1ccc(N2CCCC2)cc1	nt	1	-10
Cc1ccc(CN(C)CC(=O)NNC(=O)c2ccccc2Br)c(C)c1	nt	2	-12
CCOC(=O)c1c(SCC(=O)O)nc(=O)[nH]c1C	-8	6	-11
O=C(CN1CCn2cccc2C1c1ccccc1)NC1CCCC1 (configuration not stated)	nt	5	-12
CCCNC(=O)COc1coc(CN2CCN(c3cccc(Cl)c3)CC2)cc1=O	-6	3	-2
CNC(=O)CN(c1cccc(OC)c1)S(=O)(=O)c1cccc(F)c1	nt	4	-5

Complete entries from above. Order of screens: mcGAS inh, NPYLR7 ag, hcGAS inh
Listed for O=C(CN1CCn2cccc2C1c1ccccc1)NC1CCCC1 (configuration not stated) : nt, 5, -12
Listed for CNC(=O)CN(c1cccc(OC)c1)S(=O)(=O)c1cccc(F)c1 : nt, 4, -5
Listed for Cc1ccc(CN(C)CC(=O)NNC(=O)c2ccccc2Br)c(C)c1 : nt, 2, -12
Listed for CCCNC(=O)COc1coc(CN2CCN(c3cccc(Cl)c3)CC2)cc1=O : -6, 3, -2
Listed for COc1ccc(F)cc1C(=O)Nc1ccc(N2CCCC2)cc1 : nt, 1, -10

Four structures out of the list, arranged by formula weight, smallest number first:
SMILES	mcGAS inh	NPYLR7 ag	hcGAS inh
CCOC(=O)c1c(SCC(=O)O)nc(=O)[nH]c1C	-8	6	-11
COc1ccc(F)cc1C(=O)Nc1ccc(N2CCCC2)cc1	nt	1	-10
O=C(CN1CCn2cccc2C1c1ccccc1)NC1CCCC1 (configuration not stated)	nt	5	-12
O=c1c2ccccc2[nH]c(=S)n1CCN1CCC(=C(c2ccc(F)cc2)c2ccc(F)cc2)CC1	6	-2	-2
